# Assay outcomes: PubChem, Broad Institute
# ERp5 inh = inhibitors of ERp5-driven insulin aggregation, primary screen, biochemical, turbidity, absorbance 650 nm, single point; AID 651711, 2012; 0.05% of 350,000 active; 90 min; inhibition, % at 9.99 µM;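 active = mean replicate inhibition above about 25%, with every replicate also reaching it, limit read from the data, passing the limit was not always enough; inconclusive = only one of those two criteria met; inactive = neither criterion met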
# DENV2 CPE rescue = inhibitors of DENV2 cytopathic effect, primary screen, cell-based, plate reader, single concentration; DENV2-infected cells, cytopathic effect rescue; AID 651640, 2012; 1.7% of 350,000 active; CPE inhibition, % at 9.99 µM; in the data active = CPE inhibition above about 20%, passing the limit was not always enough; inconclusive = no clear call, values can overlap the other calls; tested in BHK-21 cells;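 note: 0% = median of neutral control wells and 100% = median of positive control wells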
# ERAP1 HTS inh = human ERAP1 aminopeptidase inhibitors, primary screen, biochemical, single point, plate reader. Endoplasmic reticulum aminopeptidase 1 (Homo sapiens), Q9NZ08. recombinant ERAP1, Leu-AMC fluorescence, 60 min. 0.15% of 340,000 active. inhibition, % at 10.7 µM;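 active = mean replicate inhibition of at least 30%, or all replicates individually reaching that 30% level; inactive = mean below 30% and not every replicate reaching it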;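 note: 0% = neutral control wells and 100% = L-leucinethiol positive control wells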
# Target sequence (Q9NZ08 whole entry, looked up): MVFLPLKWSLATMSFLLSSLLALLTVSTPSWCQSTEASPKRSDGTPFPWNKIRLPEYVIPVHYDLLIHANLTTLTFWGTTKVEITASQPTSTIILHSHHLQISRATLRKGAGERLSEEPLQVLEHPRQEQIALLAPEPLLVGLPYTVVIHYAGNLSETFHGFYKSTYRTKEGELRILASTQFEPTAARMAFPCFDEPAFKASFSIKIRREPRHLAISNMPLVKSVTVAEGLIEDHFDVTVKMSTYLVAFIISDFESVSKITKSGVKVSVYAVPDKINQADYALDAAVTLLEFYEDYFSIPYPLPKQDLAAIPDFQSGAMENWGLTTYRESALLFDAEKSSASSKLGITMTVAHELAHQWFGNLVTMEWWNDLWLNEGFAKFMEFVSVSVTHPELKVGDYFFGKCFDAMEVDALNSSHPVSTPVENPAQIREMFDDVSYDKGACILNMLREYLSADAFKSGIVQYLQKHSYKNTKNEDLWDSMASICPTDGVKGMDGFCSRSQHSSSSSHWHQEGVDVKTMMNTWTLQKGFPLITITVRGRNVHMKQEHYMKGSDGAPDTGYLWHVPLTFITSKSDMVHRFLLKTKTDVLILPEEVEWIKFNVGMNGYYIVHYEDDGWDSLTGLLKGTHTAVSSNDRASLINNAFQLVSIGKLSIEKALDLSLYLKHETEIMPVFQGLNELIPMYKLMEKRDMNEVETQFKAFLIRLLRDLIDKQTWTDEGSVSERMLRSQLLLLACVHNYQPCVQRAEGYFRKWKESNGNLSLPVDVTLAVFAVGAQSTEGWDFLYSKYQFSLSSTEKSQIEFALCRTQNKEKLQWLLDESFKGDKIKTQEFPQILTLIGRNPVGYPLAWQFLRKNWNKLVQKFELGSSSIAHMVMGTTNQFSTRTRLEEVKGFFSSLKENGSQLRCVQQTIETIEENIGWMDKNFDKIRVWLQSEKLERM
# SIRT5 block = SIRT5 desuccinylase inhibitors, primary screen, biochemical, fluorescence imaging, single point, set 5. Purified SirT5, succinyl-peptide AMC, trypsin-coupled fluorescence. inhibition, % at 15 µM. 1.1% of 330,000 active. AID 652115, 2013; in the data active = inhibition above about 15%; inconclusive = no clear call, values can overlap the other calls
# F508del corr = F508del CFTR correction, initial screen, CFBE line, single point; CFBE cells, YFP halide quenching; stimulated with forskolin plus potentiator P3; % fluorescence drop versus neutral controls; activity (quench increase), % at 7.58 µM; 0.36% of 350,000 active; AID 720511, 2013;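 active = mean added fluorescence quench of at least 8% versus neutral control, with both replicates also reaching 8%; inconclusive = only one of the mean or replicate conditions met; inactive = mean below 8% and not both replicates reaching 8%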;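 note: cells transiently co-express mutant CFTR-F508del with the halide-sensitive YFP; corrector assay measuring rescue of mutant channel to the surface after 24 h compound exposure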
# Casp6 inh = human caspase-6 inhibitors, primary screen, biochemical, VEID-R110 fluorescence, single point, set 2; P55212; purified caspase-6, Z-VEID-R110 cleavage fluorescence; inhibition, % at 12.5 µM; 0.53% of 350,000 active;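 active = mean inhibition across replicates at least about 35%, with every replicate also reaching that limit, limit read from the data; inconclusive = only one of the two criteria met; inactive = neither criterion met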;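 note: 0% = median of neutral control wells and 100% = no fluorescence left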
# miR122 inh = miR-122 Renilla sensor signal increase in Huh7, primary screen, miR-122 inhibitor project, cell-based, single point, plate reader; Huh7 miR-122 Renilla luciferase sensor, 48 h; neutral wells = 0, positive control = 100; activation (reporter increase), % at 12.5 µM; 0.3% of 340,000 active;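 active = mean replicate activation score at least 90 and every replicate individually at or above 90; inconclusive = only one of the two criteria met; inactive = neither criterion met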;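 note: higher luciferase means less miR-122 activity so hits act as miR-122 inhibitors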
# The depositor's hits bear a star; ? = inconclusive; / = not tested or not shown; [ ] = another dose, or the depositor's remark.
SMILES	ERp5 inh	DENV2 CPE rescue	ERAP1 HTS inh	SIRT5 block	F508del corr	Casp6 inh	miR122 inh
CN[C@@H](CO)C(=O)NC[C@H]1O[C@@H](n2cnc3c(=O)[nH]c(N)nc32)[C@H](O)[C@@H]1O	-8	?	-4	-1	3.3	5	1
C[C@H](CO)N1C[C@H](C)[C@@H](CN(C)Cc2ccc(C(=O)O)cc2)Oc2ccc(NS(=O)(=O)c3ccc(F)cc3)cc2CC1=O	0	-1	-1	-1	1.5	2	/
CCn1c(=O)c2cc(C(=O)N(C)c3ccccc3F)sc2c2ccccc21	2	-4	-4	1	-0.5	4	-3
Cc1cccc(OCCNC(=O)c2cncc(Br)c2)c1	-3	/	-1	1	-1.6	-4	/
C[C@@H]1CN([C@H](C)CO)C(=O)c2cc(/C=C/c3ccccc3)cnc2O[C@@H]1CN(C)S(=O)(=O)c1ccccc1	1	5	-2	-10	-0.2	1	-12[16.7 µM]
CN(Cc1ccccc1)C(=O)c1ccc2sc([C@@H]3O[C@H](CO)[C@H](O)[C@H](O)[C@H]3O)nc2c1	-5	-9	-2	-2	0.0	5	-1
O=C(COc1ccc(S(=O)(=O)NC2CCCCC2)cc1)NCC1CCCO1 (stereo not given)	-1	/	1	/	/	1	29
O=C(Nc1ccc(Cl)cc1)C(Cl)C(=O)c1ccccc1 (stereo not given)	-1	1	4	-1	0.6	-1	5
COCC#Cc1ccc2c(c1)O[C@H](CN(C)Cc1ccc(F)cc1)[C@@H](C)CN([C@@H](C)CO)S2(=O)=O	-3	-6	0	8	-6.5	-1	10[16.7 µM]
Cc1[nH]c2ccccc2c1CCNS(=O)(=O)c1ccc(S(N)(=O)=O)cc1	0	-4	3	0	4.0	/	-2
CC1CCN(C(=O)CCCN2C(=O)c3cccnc3Oc3ccc(Cl)cc32)CC1	-5	2	-1	1	-0.1	1	0
CCOC(=O)N1CCN(C(=O)CCCn2nnnc2CN2CCC(C)CC2)CC1	-1	2	-5	6	2.4	1	-8
Cc1sc(NC(=O)c2ccc3ncsc3c2)c(C(N)=O)c1C	-2	8	2	-7	3.4	4	-12
COc1ccc(CNC(=O)c2ccc(CS(=O)(=O)c3ccccc3C)o2)cc1	-1	?	1	-1	0.9	-2	1
O=C(COC(=O)/C=C/c1ccco1)Nc1ccc(F)cc1Cl	0	/	1	-4	-3.3	31	-7
O=S(=O)(c1ccccc1)N1CCCCN2[C@H](C1)[C@@H](c1ccc(C#CC3CCCC3)cc1)[C@@H]2CO	-4	-1	1	15*	2.1	4	-7[16.7 µM]
O=C(c1ccco1)N1CCN(c2ccc([N+](=O)[O-])cc2Cl)CC1	6	-4	-1	/	3.6	-1	/
CC(C)C[C@H](NC(=O)N1CC(=O)Nc2ccccc21)C(=O)N[C@H](C(=O)O)c1ccccc1	10	10	/	/	0.7	-5	-10
COc1ccc(OC(C)c2nnc(N)s2)cc1 (stereo not given)	-1	3	-4	-2	-2.1	-6	/
CCC(=O)N1[C@@H](CO)[C@@H](c2ccccc2)C12CN(Cc1ccccc1Cl)C2	-2	-12	-1	2	-1.2	-2	/
Cc1noc(C)c1NC(=O)Nc1ccc2c(c1)C(=O)N([C@H](C)CO)C[C@@H](C)[C@H](CN(C)C(=O)NC1CCCCC1)OCCCC[C@@H](C)O2	5	6	1	-5	0.8	-1	-4[16.7 µM]
COc1cccc(NC(=S)N(CCc2c(C)[nH]c3ccc(C)cc23)Cc2cccs2)c1	-4	-4	-1	-2	1.8	-6	21
CNC(=O)CSc1nc2c([nH]c3ccccc32)c(=O)n1CCOC	-3	-5	-2	2	1.6	-2	/
COc1ccc(C(=O)C[n+]2ccc3c(c2)nnn3-c2ccccc2)cc1	1	3	0	-3	0.6	1	-5
Cc1noc(C)c1NC(=O)N(C)C[C@@H]1Oc2ccc(NC(=O)C3CC3)cc2CC(=O)N([C@@H](C)CO)C[C@H]1C	5	0	4	0	-0.2	/	1[16.7 µM]
O=C(C[n+]1ccccc1)N/N=C/c1ccc(Cl)c(Cl)c1	0	-1	9	-3	-1.2	/	/
C/C(=N/NC(=O)CN1CCN(Cc2ccccc2Cl)CC1)c1cccs1	1	11	-3	-1	1.5	1	-4
O=C(Cn1c(=O)oc2cc(S(=O)(=O)N3CCCC3)ccc21)NC1CCCCC1	3	9	-6	-6	0.3	-4	-3
CC(C)CN(C(=O)COC(=O)c1ccc(Cl)c(N)c1)c1c(N)n(Cc2ccccc2)c(=O)[nH]c1=O	-2	9	-1	-3	0.7	/	/
Cc1csc(=O)n1CC(=O)OC(C)C(=O)Nc1cccc(Cl)c1 (stereo not given)	7	1	0	-6	-2.8	1	/
CCC(CO)NS(=O)(=O)c1cc(-c2nn(C)c(=O)c3ccccc23)ccc1C (stereo not given)	3	-2	0	-2	0.0	0	45
Cc1cc(C)nc(SCCn2c(N3CC(C)OC(C)C3)nc3c2c(=O)n(C)c(=O)n3C)n1 (stereo not given)	-1	-3	4	-4	-1.2	4	/
COc1ccccc1NC(=O)CSc1nnc(-c2ccco2)n1N	2	5	-1	0	0.2	3	0
C[C@H](CO)N1C[C@H](C)[C@H](CN(C)S(C)(=O)=O)OCCCC[C@H](C)Oc2ccc(NC(=O)c3ccncc3)cc2C1=O	/	-1	/	/	1.8	/	8[16.7 µM]
CC(=O)c1c(C)oc2ccc(N(C(C)=O)S(=O)(=O)c3cccc([N+](=O)[O-])c3)cc12	3	-4	0	2	/	6	/
O=[N+]([O-])c1ccccc1/C=C/C=N/n1c(-c2ccccc2F)n[nH]c1=S	3	4	4	0	0.9	2	15
C=CCNC(=O)c1cc(-c2ccc3c(c2)OCO3)on1	-2	-9	5	-1	-2.2	-4	/
Cc1c(C(=O)Nc2ccc(S(=O)(=O)N(C)C3CCN(C)CC3)cc2)oc2ccccc12	-6	-10	-2	0	3.8	-24	-13
COc1ccc(CCNC(=O)CSc2nnc(C(C)N(C)C)n2Cc2ccccc2)cc1OC (stereo not given)	0	-2	7	-1	1.7	2	6
COc1ccc(C(=O)N2C[C@H]3[C@@H](c4ccccc42)[C@H](CO)N3Cc2ccccc2)cc1	6	-8	1	-1	-1.1	-3	12[16.7 µM]
C[C@@H]1CN([C@@H](C)CO)C(=O)Cc2cc(NC(=O)CCC(F)(F)F)ccc2O[C@H]1CN(C)Cc1ccc(Cl)c(Cl)c1	6	-5	2	8	-1.0	2	-26[16.7 µM]
O=C(NCCc1cnc[nH]1)c1ccc(-c2ccccc2)cc1	7	0	0	17*	-0.9	1	-3
O=CN(CCNc1ccccc1)c1ccccc1	0	-5	0	-4	-0.9	-1	/
CC1(C)Cc2c(ccc3ccccc23)C2=C(C(=O)N3CCCC3)C(=O)C(=O)N21	-2	5	-1	/	6.5	0	/
O=C(NCc1ccc2c(c1)OCO2)C(=O)NCC1OCCN1S(=O)(=O)c1ccccc1 (stereo not given)	-3	-4	-2	-2	0.3	0	-6
COc1cc(C2NC(=O)NC(C)=C2C(=O)OC2CCCC(C)C2)cc(Br)c1O (stereo not given)	5	46*	1	-2	1.2	-1	-5
CCCOC(=O)CC1C(=O)NCCN1Cc1ccccc1C (stereo not given)	-3	-5	/	/	0.8	3	-1
O=C(OCC#CCSc1nnc(-c2cccc3ccccc23)o1)c1ccc(Cl)cc1	-3	-4	-1	-7	-1.2	1	-3

# More structures follow.
# Results follow in this order: ERp5 inh, DENV2 CPE rescue, ERAP1 HTS inh, SIRT5 block, F508del corr, Casp6 inh, miR122 inh
- O=C1O[C@@H](Cc2ccccc2)[C@H]2[C@@H]3C=CCCC=C3CN2C12CCCC2
    1, 33*, 2, 2, -2.7, 2, /
- CC(C)CC1(C(=O)NCCc2c[nH]c3ccccc23)C=CCN1C(=O)c1ccccc1 (stereo not given)
    -1, -3, /, /, 1.5, -3, -1
- CCOc1ccc(CNC(=O)c2ccc3c(c2)N(CC)CCS3)cc1
    -1, 1, 4, 0, -3.7, 0, 7
- O=C(NCCc1ccc(OC(F)F)cc1)C1CC(=O)N(c2ccc3c(c2)OCCO3)C1 (stereo not given)
    /, 7, -1, -1, -2.8, 2, -1
- C[C@@H]1CCC[C@@]2(O[C@@H](CCO)C[C@H](O)[C@H]2O)O1
    -10, -1, 4, -4, -1.7, 3, -1
- O=[N+]([O-])c1cccc(NC(=S)N2CCOCC2)c1
    9, 1, 1, -4, -2.6, 4, /
- C[C@H]1CN([C@@H](C)CO)C(=O)c2cccc(NC(=O)c3ccc(-c4nccs4)cc3)c2O[C@@H]1CN(C)C(=O)Nc1ccc(C(F)(F)F)cc1
    -6, 5, -1, -1, -1.2, 0, -3[16.7 µM]
- CCOC(=O)C1(Cc2cccc(OC)c2)CCN(Cc2cccc3cnccc23)CC1
    -2, 0, 0, -2, 3.5, -3, /
- O=C(O)CC12CC3CC(C1)CC(n1ncc(NCc4ccccc4Cl)c(Cl)c1=O)(C3)C2
    -2, 0, 10, -7, -3.0, 0, -7
- COc1cc(C2Nc3ccccc3NC3=C2C(=O)CC(C)(C)C3)cc(OC)c1OC(C)=O (stereo not given)
    3, 0, 2, -2, -1.6, 3, -5
